Yeast growth inh – yeast BB579 growth reduction in restrictive medium | S. cerevisiae BB579 growth, OD615, 48 h | inhibition, % at 10 µM | 140,000 compounds, 0.51% hits | AID 804;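 active means inhibition above a set limit, 3 SD over the mean compound inhibition, cut at about 44% in these data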; further: inactives centre near -24
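Test system: Saccharomyces cerevisiae DeaD strain BB579, replicative lifespan model yeast | Buffer or medium: Restrictive CSMM-D medium | Doses: One dose, 10 µM compound with 0.25% DMSO | Incubation: 48 h exposure, 30 °C | Detection: Culture absorbance at 615 nm | Control set: Amphotericin B at 10 µg/mL as positive control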
Yeast lifespan up – extends the lifespan of yeast | S. cerevisiae growth with nicotinamide, OD615; deaD strain in restrictive glucose medium | 130,000 compounds, 0.68% hits | inhibition of the nicotinamide effect, % at 10 µM;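 active means inhibition above a set limit, placed 3 SD over the median of all compounds, cut at about 26% in these data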;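 further: 0% = nicotinamide-treated wells and 100% = cells grown without nicotinamide; some compounds called inactive have numbers as strong as hits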
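Material: Modified budding yeast, DeaD strain | Medium: Restrictive glucose medium | Probe or stimulus: 1.5 mM nicotinamide | Dosing: Single dose 10 µM compound, 0.25% DMSO | Times: 48 h at 30 °C | Technique: OD615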
GALR2 blocker – GALR2 (human) receptor antagonism; O43603; GALR2-expressing cells, antagonist mode; inhibition, % at 4 µM; 140,000 compounds, 0.39% hits; AID 828; in the data active means inhibition above about 27%;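 further: cells stimulated with galanin 1-16 at roughly its EC80; 0% = agonist challenge control and 100% = basal control without agonist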
Target sequence (O43603 whole entry, looked up): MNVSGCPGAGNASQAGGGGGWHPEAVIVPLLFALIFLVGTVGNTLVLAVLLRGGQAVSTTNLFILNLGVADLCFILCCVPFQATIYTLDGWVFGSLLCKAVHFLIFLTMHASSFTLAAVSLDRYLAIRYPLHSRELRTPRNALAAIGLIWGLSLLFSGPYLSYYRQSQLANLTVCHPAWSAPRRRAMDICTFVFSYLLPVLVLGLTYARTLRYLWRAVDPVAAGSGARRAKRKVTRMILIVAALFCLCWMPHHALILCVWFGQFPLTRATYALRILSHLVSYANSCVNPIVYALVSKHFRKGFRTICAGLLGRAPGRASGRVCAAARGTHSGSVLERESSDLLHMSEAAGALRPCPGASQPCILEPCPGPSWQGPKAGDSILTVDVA
E-sel TNF inh – TNF alpha driven E-selectin expression inhibition. 120,000 compounds, 0.71% hits. inhibition, % at 2 µM. HUVEC TNFa-induced E-selectin immunofluorescence, high content;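 active means inhibition above the batch mean plus 3 SD, and confirmed as a hit on visual image review, cut at about 43% in these data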;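 further: 0% = TNF-stimulated DMSO wells and 100% = unstimulated control wells; not every result past the cut was called active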
bCat KO growth – beta-catenin-lacking colon tumor cell growth suppression | viability, % at 10 µM | HCT116 beta-catenin knockout viability, CellTiter-Glo, 60 h; active compounds read low | 140,000 compounds, 1.5% hits;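 active means viability at or under a set limit, the compound median less 4 SD, cut at about 6% in these data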;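 further: 0% = Hyamine 1622 control at 20 µM and 100% = untreated cell control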
HCT116 PTEN-null – PTEN-deleted cell growth suppression | HCT116 PTEN-null viability, CellTiter-Glo, 60 h; active compounds read low | viability, % at 10 µM | 140,000 compounds, 1.2% hits | AID 827;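 active means viability at or below a set limit, 4 SD under the median of all tested compounds, cut at about 3.7% in these data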;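 further: PTEN knockout HCT116 line with beta catenin targeted HCT116 as companion control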
MRP-1 activ – activates MRP-1 | H69AR cells + doxorubicin, viability rescue, CellTiter-Glo | viability increase, % at 10 µM | 140,000 compounds, 0.61% hits | AID 799;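 active means viability gain under doxorubicin at or above a set limit, the compound median plus 3 SD, cut at about 4.7% in these data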;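 further: MRP-1 overexpressing cells given doxorubicin 25 µM after compound pretreatment; 18-22 h compound pretreatment then 72 h with doxorubicin before readout; 0% = doxorubicin-only wells and 100% = vehicle-treated cells without doxorubicin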
NPY-Y2 antag – NPY-Y2 (human) receptor antagonism; NPY-Y2 expressing cells, antagonist mode; inhibition, % at 2.7 µM; P49146; 140,000 compounds, 0.99% hits; AID 793; in the data active means inhibition above about 17%;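 further: 0% = vehicle with agonist challenge and 100% = reference antagonist with challenge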
Target sequence (P49146 whole entry, looked up): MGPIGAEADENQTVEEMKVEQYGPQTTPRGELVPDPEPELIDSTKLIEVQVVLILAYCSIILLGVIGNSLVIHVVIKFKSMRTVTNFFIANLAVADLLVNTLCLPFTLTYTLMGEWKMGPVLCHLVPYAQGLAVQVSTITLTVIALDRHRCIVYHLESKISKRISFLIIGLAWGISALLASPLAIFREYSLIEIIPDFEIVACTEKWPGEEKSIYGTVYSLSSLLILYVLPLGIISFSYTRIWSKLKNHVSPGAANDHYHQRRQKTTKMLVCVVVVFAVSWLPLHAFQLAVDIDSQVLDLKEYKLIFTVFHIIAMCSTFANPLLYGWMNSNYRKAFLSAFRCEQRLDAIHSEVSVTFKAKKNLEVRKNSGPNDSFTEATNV
Measles CPE – protection of cells from measles virus. protection (pct of control), % at 4 µM. Measles virus-infected cells, CPE protection, absorbance. AID 841. 140,000 compounds, 1.5% hits; in the data active means protection mostly above about 24%, no sharp cut-off; inactive means mostly below about 26%; further: some compounds called inactive have numbers as strong as hits
Phagocytosis inh – inhibitors of macrophage phagocytosis. J774A.1 macrophage IgG-bead phagocytosis, imaging. inhibition, % at 5 µM. 110,000 compounds, 0.07% hits. AID 1029;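 active means inhibition above the mean of the plate negative controls plus 5 SD, cut at about 13% in these data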;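 further: phagocytic index as fraction of beads internalized from green versus red external bead signal; plate controls were DMSO negative control for no effect and cytochalasin-D positive control for full effect; some results beyond the cut were filed as inactive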
Numbers without * were called inactive; / = not tested or not shown.

SMILES	Yeast growth inh	Yeast lifespan up	GALR2 blocker	E-sel TNF inh	bCat KO growth	HCT116 PTEN-null	MRP-1 activ	NPY-Y2 antag	Measles CPE	Phagocytosis inh
COC(=O)CN1C(C)=Nc2ccc(Br)cc2C1c1ccccc1 (configuration not stated)	4	-6	-6	13	0.8*	0.6*	-0.9	17	6	0
Cc1ccc2oc(=O)c3cnn(CC(=O)NC4CCC(C)CC4)c3c2c1 (configuration not stated)	-4	-10	/	/	92	86	-2.2	/	14	0
CCOC(=O)/C(C#N)=C/c1c(Oc2cc(C)cc(C)c2)nc2ccccn2c1=O	6	1	12	7	77	80	-5.3	1	0	-9
CC/C(O)=C1\C(=O)CC(c2ccccc2)CC1=NCCc1c(C)[nH]c2ccc(C)cc12 (configuration not stated)	-6	1	1	-11	83	77	-0.9	12	5	/
O=C(c1cccnc1Nc1ccc2c(c1)CCC2)N1CCOCC1	-49	-10	5	-6	96	111	-1.1	0	2	-2
CC1(C)CSC(=S)N1S(=O)(=O)c1ccccc1	12	16	7	9	105	95	-1.6	1	5	-1
CCOc1ccc(C2N(c3cc(Cl)ccc3OC)C(=O)C3CCCN32)cc1OC (configuration not stated)	-30	-13	-9	/	111	106	-3.7	2	4	1
CCc1ccccc1NC1=NCC(=O)N1Cc1ccc(OC)cc1	-39	-20	18	/	97	102	-2.5	3	7	0
CCSc1nnc(NC(=O)COc2ccccc2)s1	-14	-16	-9	-13	101	106	0.1	4	10	-2
CCN(CC)CCNC(=O)CCc1n[nH]c(=O)c2ccccc12	-11	-8	8	/	85	95	-0.1	0	5	1
CN(C1CCCCC1)S(=O)(=O)c1ccc(C(=O)O)cc1	-18	-1	2	10	106	107	-0.7	1	6	0
COc1ccc(/C=C2/CC/C(=C\c3ccc(OC)c(OC)c3OC)C2=O)c(OC)c1OC	-47	4	13	/	88	89	-1.8	1	19	-7
O=C(NC(=S)Nc1ccc(C(=O)N2CCOCC2)cc1)c1ccc([N+](=O)[O-])cc1	-13	-6	-7	-10	105	95	-1.6	3	11	-4
CCNS(=O)(=O)c1ccc2nc(NC(=O)c3cccnc3)sc2c1	-49	-8	4	-22	108	97	-0.2	2	14	-2
Cc1ccc(CNC(=O)CNS(=O)(=O)c2cccc3nsnc23)cc1	-32	2	6	0	95	96	-0.8	2	23	-1
CNC(=O)c1ccsc1NC(=O)c1ccc(S(=O)(=O)N2CCCc3ccccc32)cc1	-40	1	-5	-24	31	32	-1.6	17*	4	/
Cc1cc(NC(=O)c2ccco2)ncc1NC(=O)Cc1ccccc1	-37	-14	2	-29	103	111	0.4	1	31*	-1
N#C/C(=C\c1ccc(Cl)cc1)c1nc2ncccc2[nH]1	25	-16	-8	-1	23	33	-1.7	0	1	/
CCN(CC)S(=O)(=O)c1ccc(C(=O)OCC(=O)Nc2sc3c(c2C#N)CCCCC3)cc1	-14	2	2	/	81	87	-0.8	3	10	-4
N#CCCN(CC(=O)O)S(=O)(=O)c1ccccc1	-64	-1	11	/	113	116	1.4	1	4	-4
COc1cccc(N2CCN(c3ncnc4c3[nH]c3ccccc34)CC2C)c1 (configuration not stated)	-30	-10	21	-13	4.7*	7	-4.5	11	11	/
O=C(Nc1ccc(Nc2ccccc2)cc1)N1CCOCC1	-61	-9	1	5	91	93	-0.4	-2	9	-1
CC1(c2ccc(OC(F)F)cc2)NC(=O)N(CC(=O)NC2CCCCC2)C1=O (configuration not stated)	-52	-7	13	/	99	94	-1.5	3	2	-1
COc1ccc(N(CC(=O)N2CCc3ccccc3C2)S(=O)(=O)c2c(C)nn(C)c2C)cc1	-9	7	-4	/	96	93	-1.3	0	7	0
COC(=O)C1C2C=CC3(CN(C(C)c4ccc(OC)cc4)C(=O)C13)O2 (configuration not stated)	16	-4	6	-20	100	97	0.4	4	15	-2

Next section:
SMILES	Yeast growth inh	Yeast lifespan up	GALR2 blocker	E-sel TNF inh	bCat KO growth	HCT116 PTEN-null	MRP-1 activ	NPY-Y2 antag	Measles CPE	Phagocytosis inh
N/C(Cc1ccc(Cl)cc1)=N\OC(=O)Cc1ccc([N+](=O)[O-])cc1	-31	1	-23	-6	49	49	-3.5	2	7	-4
COc1cc(OC)cc(C(=O)Nc2c(F)cccc2F)c1	-16	/	18	0	89	84	-3.0	1	7	/
CCc1c(C(=O)N2CCN(c3ccccc3F)CC2)[nH]c(C)c1C(C)=O	-5	-9	7	24	77	82	-1.1	-1	4	0
Cc1cc(C)cc(N(CC(=O)Nc2ccc(-c3nc4ccc(C)cc4s3)cc2)S(C)(=O)=O)c1	-10	0	3	37	70	71	-3.1	1	7	-9
COc1ccccc1N1CCN(Cc2cccs2)CC1	-11	-6	-3	/	76	82	-1.6	3	96*	0
CCCCOc1ccc(C(=O)NC(=S)Nc2ccc(CN3CCOCC3)cc2)cc1	-4	-2	5	37	95	88	-2.3	2	3	-7
COc1ccc(Sc2cc(C(F)(F)F)nc(-c3ccccn3)n2)cc1	-16	-8	-5	14	59	59	-0.5	3	8	/
CCN(CC(=O)Nc1ccc2c(c1)OCO2)Cc1nc2ccccc2c(=O)[nH]1	-22	-8	4	-18	88	103	-1.8	0	11	-1
COc1ccc([C@@H]2[C@H]3C(=O)N(c4cccc(C(F)(F)F)c4)C(=O)[C@H]3ON2C)cc1	-24	-7	-2	/	98	115	-2.8	-1	14	3
COc1ccc(/C(O)=C2/C(=O)C(=O)N(CCN3CCOCC3)C2c2ccccn2)cc1OC (configuration not stated)	-31	/	0	-32	98	98	-0.6	0	6	/
CCN(CC)CCNC(=O)C12CC3CC(CC(C3)C1)C2	-14	-10	-13	-11	104	100	-0.8	2	7	-1
COc1ccccc1CNC(=O)C1CC(c2c(Cl)cccc2Cl)=NO1 (configuration not stated)	-1	-17	-17	5	90	88	-1.2	4	7	/
CC(C)(O)C#Cc1ccc(C(=O)NCc2ccccc2F)cc1	-11	1	-3	-3	86	100	-1.3	0	19	/
O=C(O)c1cccc(C(=O)Cc2ccccc2)c1	0	-4	-3	/	98	96	0.9	3	8	/
COCC(=O)Nc1cccc2ccccc12	-33	-13	-3	16	98	102	-1.0	1	14	3
Cc1ccc(NC(=O)N2CCC(C(=O)NCc3ccc(F)cc3)CC2)cc1	-22	0	2	-19	95	103	-1.9	0	10	-1
COc1ccccc1NC(=O)c1ccc(NC(=O)COC(=O)C(C)C)cc1	0	-4	-7	-34	70	73	-5.8	1	7	2
Cc1c(/C=N/NC(=O)c2ccc3c(c2)OCO3)cnn1C	-19	3	12	-25	69	75	-2.4	7	7	2
Cc1ccc(N2C(=O)CC(NNc3nc4ccccc4s3)C2=O)cc1C (configuration not stated)	-29	4	0	/	100	91	-0.8	0	3	/
Cc1nc(N2CCOCC2)nc(OCCN(C)C)c1[N+](=O)[O-]	-24	-3	1	6	88	99	-1.5	2	16	0
COc1ccc(-c2csc(NC(=O)C3CC(=O)N(c4ccc5c(c4)OCCO5)C3)n2)cc1 (configuration not stated)	-22	-3	3	/	54	61	-2.6	1	13	3
O=C(CC1C(=O)NCCN1C(=S)Nc1ccccc1)Nc1ccc2c(c1)OCCO2 (configuration not stated)	-13	-13	-2	-5	102	100	-0.6	-1	6	/
O=C(Cn1c(=O)oc2cc(S(=O)(=O)NCc3ccccc3)ccc21)NCc1ccco1	17	-10	-12	8	94	89	-3.3	2	16	/
CCOc1ccc(/C=N/N2C(=O)C(CC(=O)Nc3ccc(F)cc3F)SC2=NC)cc1OC (configuration not stated)	-22	0	6	-2	89	94	0.0	-2	15	-4
O=C(NCc1ccco1)/C(=C/c1cccnc1)NC(=O)c1ccco1	8	-6	12	19	88	86	-1.2	1	10	/

2 of the compounds above, with values under each structure:
Value order – Yeast growth inh, Yeast lifespan up, GALR2 blocker, E-sel TNF inh, bCat KO growth, HCT116 PTEN-null, MRP-1 activ, NPY-Y2 antag, Measles CPE, Phagocytosis inh
COCC(=O)Nc1cccc2ccccc12
→ -33, -13, -3, 16, 98, 102, -1.0, 1, 14, 3
Cc1ccc(NC(=O)N2CCC(C(=O)NCc3ccc(F)cc3)CC2)cc1
→ -22, 0, 2, -19, 95, 103, -1.9, 0, 10, -1

The results go on:
SMILES	Yeast growth inh	Yeast lifespan up	GALR2 blocker	E-sel TNF inh	bCat KO growth	HCT116 PTEN-null	MRP-1 activ	NPY-Y2 antag	Measles CPE	Phagocytosis inh
CC(=O)Oc1ccccc1/C=C1\CCOC1=O	-14	-5	5	10	98	119	0.2	2	16	-2
Cn1c(Oc2ccc(Cl)cc2)c(C=O)c2ccccc21	-9	-4	-8	2	78	75	-6.0	3	14	-3
COc1ccc(C(C)=O)cc1COC(=O)CNC(=O)c1cc(C)cc(C)c1	14	-3	5	/	101	95	0.9	1	/	2
CCc1c(O)nc(N2CCN(Cc3ccccc3)CC2)[nH]c1=O	14	-10	2	/	82	87	-1.9	-1	5	-1
CC(=N\O)/C(CN(C)C)=N/O	-42	-7	-7	10	90	106	-0.3	6	7	-1
CCCCc1ccc(NC(=S)NCc2cccs2)cc1	-4	-18	-2	-13	62	72	-4.0	-1	0	/
COc1ccc(C(=O)CSc2n[nH]c(N)n2)cc1	3	-1	-23	0	97	97	-1.6	1	24	/
Cc1ccccc1Nc1nnc(SCc2cc(=O)n3ccsc3n2)s1	-49	-5	6	/	91	/	0.1	1	7	/
Cc1ccc(N(CC(=O)Nc2ccc(C)cc2C)S(=O)(=O)N2CCCC2)cc1	-5	-4	-7	9	86	79	-3.1	4	4	0
Cc1ccc(CNC(=O)CCNC(=O)c2ccco2)cc1	-10	-14	-3	1	98	102	-2.2	1	7	-2
C=CCc1cccc(CNc2c(C)n(C)n(-c3ccccc3)c2=O)c1O	-40	22	-18	-6	66	78	-2.9	1	18	0
CC(/C=C1\SC(=S)N(CCCC(=O)Nc2ccc(C(=O)O)cc2)C1=O)=C\c1ccccc1	-50	10	3	1	21	21	13*	3	4	-7
CCn1c(SCC(=O)Nc2nc(-c3ccccc3)cs2)nnc1-c1ccccc1	-48	-15	-5	25	33	46	-2.3	4	6	-2
O=C(NCC(=O)N(CC1CCCO1)C(C(=O)NC1CCCCC1)c1ccccc1)c1cccs1 (configuration not stated)	-7	-11	13	16	81	82	-1.5	2	4	/
CC(C)(C)Cc1nnc(NS(=O)(=O)Cc2ccccc2)s1	-57	-3	6	20	101	112	-0.8	0	9	0
Cc1ccnc(NC(=O)c2cc(S(=O)(=O)N3CCCCC3)ccc2Cl)c1	-9	-1	-7	6	94	100	2.7	-3	8	0
CC(=O)c1ccc(-n2nncc2C(C)(C)C)cc1	-21	-17	-6	35	102	87	-1.8	-1	13	1
CC1(C)CC(=O)c2cnc(NC(=O)Cc3ccc(Cl)cc3)nc2C1	-15	-18	8	-12	87	90	0.3	0	24	/
Nc1nc2n(n1)C1(CCCCC1)C1=C(CCCC1)N2	-38	-2	-1	26	105	96	0.7	1	6	0
CC(C)(C)N1CC(c2nc3ccccc3n2Cc2ccc(F)cc2)CC1=O (configuration not stated)	-12	-11	-7	10	94	101	-1.2	10	8	0

High-throughput results from PubChem BioAssay.
